Source: PubChem (several laboratories)
CHOP inh: inhibitors of CHOP induction in ER stress response; CHO-K1 CHOP-promoter luciferase, tunicamycin-induced, 15-18 h; inhibition, % at 10 µM; hit rate 3.8% among 220,000; AID 2732;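 active means compounds that reduced the stress-induced luciferase reporter signal by more than about 70% of percent inhibition, limit read from the data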;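 further: 0% = tunicamycin plus vehicle and 100% = wells without tunicamycin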
Runt-SMMHC FRET: blocks binding of human RUNX1 Runt domain to CBFb-SMMHC. Q01196+Q13951. Cerulean-Runt/Venus-CBFb-SMMHC FRET ratio 530/480, 1 h. inhibition, % at 20 µM. hit rate 0.74% among 220,000. AID 1434;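 active means mean inhibition across duplicate retests at 20 µM reaching about 50%, limit read from the data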;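 further: 0% = DMSO wells and 100% = wells with excess untagged CBFb-SMMHC; inhibitors lower the FRET ratio by blocking Runt binding to CBFb-SMMHC; some results filed as inactive read as strong as hits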
TRPML3 agonist: activates the human TRPML3 channel. HEK293 TRPML3-YFP, Fluo-8 calcium fluorescence; 100% = the carbachol control signal. hit rate 0.29% among 220,000. AID 1448. activation, % at 3 µM. Q8TDD5;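 active means activation above its plate's cutoff, the mean activation of the plate's test wells plus 3 SD, cut at about 12% in these data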;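 further: 0% = DMSO only wells and 100% = carbachol wells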
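Test system: HEK293 cells stably carrying human TRPML3-YFP; Doses: single dose, 3 µM final nominal compound, 0.3% DMSO final; Schedule: dye loading 1 h 37 °C then 30 min ambient, 125 s read; Technique: Fluo-8 calcium fluorescence; Benchmarks: high control carbachol 87 µM, low control DMSO.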
p47phox inh: p47phox (human) inhibition; P14598; p47phox/p22phox peptide binding, fluorescence polarization, 2 h; inhibition, % at 24.7 µM; hit rate 0.53% among 220,000;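 active means inhibition above about 30%, limit read from the data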;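 further: 0% = p47phox with labelled peptide and 100% = labelled peptide alone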
Target sequence (P14598 whole entry, looked up): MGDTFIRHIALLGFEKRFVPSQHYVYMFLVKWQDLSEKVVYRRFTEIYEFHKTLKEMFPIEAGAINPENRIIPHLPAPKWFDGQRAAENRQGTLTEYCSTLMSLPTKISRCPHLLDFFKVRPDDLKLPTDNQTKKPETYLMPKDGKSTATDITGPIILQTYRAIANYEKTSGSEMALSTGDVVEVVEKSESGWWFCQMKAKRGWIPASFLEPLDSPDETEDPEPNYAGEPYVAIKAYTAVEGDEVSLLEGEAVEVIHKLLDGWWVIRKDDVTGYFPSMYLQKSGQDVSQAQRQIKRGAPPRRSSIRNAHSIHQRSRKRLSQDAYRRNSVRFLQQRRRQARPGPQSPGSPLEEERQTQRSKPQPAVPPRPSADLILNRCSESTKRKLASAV
PPC-1+TRAIL kill: kills PPC-1 cancer cells in the presence of TRAIL; PPC-1 cells + TRAIL, ATPLite viability luminescence; cell killing (% activity), % at 4 µM; hit rate 0.41% among 220,000; AID 1443;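 active means cell killing above 50% in the first pass at 4 µM, then a duplicate retest at 5 µM averaging 50% or more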;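 further: plate controls were cells with TRAIL plus DMSO for no effect and medium-only wells lacking cells for full effect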
EBV gp42 block: blocks Epstein-Barr virus glycoprotein 42 binding. inhibition, % (tested at 21.74 µM). AID 1085. Fluorescence polarization binding assay, mP read-out. hit rate 0.42% among 220,000; in the data active means inhibition above about 50%
TRPN1 ag: zebrafish TRPN1 (NompC) channel agonism; AID 1424; HEK293 zebrafish TRPN1-YFP, Fluo-8 calcium fluorescence; 100% = response to 87 µM carbachol; hit rate 0.18% among 220,000; activation, % at 3 µM;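 active means activation above its plate's cutoff, the mean activation of test wells on that plate plus 3 SD, cut at about 19% in these data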;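 further: 0% = DMSO alone and 100% = 87 µM carbachol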
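Material – zebrafish TRPN1-YFP in HEK293 cells · Doses – 3 µM single point · Schedule – dye 1 h 37 °C plus 30 min RT · Signal – Fluo-8 calcium fluorescence, excitation 470-495 nm, emission 515-575 nm · Read-out – % activation versus carbachol response · Control set – carbachol high, DMSO low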
TNF necrop inh: inhibitors of TNF-alpha induced necroptosis in Jurkat FADD-/- cells | hit rate 0.068% among 220,000 | AID 463075 | Jurkat FADD-/- TNF necroptosis rescue, ATP luminescence, 24 h; 0 = TNF only, 100 = no-TNF cells | activation (protection from cell death), % at 10 µM;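 active means activation, meaning protection from cell death, of at least 50% relative to plate controls; inactive means activation below 50%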;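 further: necroptosis triggered by 40 ng/mL TNF-alpha added together with compound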
MDM2 E3 inh: inhibitors of human Mdm2 E3 ubiquitin ligase; AID 1230; cell-based MDM2 ubiquitination luciferase reporter, 2 h; 0 = plate control, 100 = twice control, blank-subtracted; Q00987; signal enhancement, % at 5 µM; hit rate 0.11% among 210,000;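 active means signal enhancement of 30% or more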;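 further: luminescence tracks abundance of the self-degrading MDM2-luciferase fusion protein; higher signal means inhibition of MDM2 E3 ligase activity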
Target sequence (Q00987 whole entry, looked up, the tested form may be a part): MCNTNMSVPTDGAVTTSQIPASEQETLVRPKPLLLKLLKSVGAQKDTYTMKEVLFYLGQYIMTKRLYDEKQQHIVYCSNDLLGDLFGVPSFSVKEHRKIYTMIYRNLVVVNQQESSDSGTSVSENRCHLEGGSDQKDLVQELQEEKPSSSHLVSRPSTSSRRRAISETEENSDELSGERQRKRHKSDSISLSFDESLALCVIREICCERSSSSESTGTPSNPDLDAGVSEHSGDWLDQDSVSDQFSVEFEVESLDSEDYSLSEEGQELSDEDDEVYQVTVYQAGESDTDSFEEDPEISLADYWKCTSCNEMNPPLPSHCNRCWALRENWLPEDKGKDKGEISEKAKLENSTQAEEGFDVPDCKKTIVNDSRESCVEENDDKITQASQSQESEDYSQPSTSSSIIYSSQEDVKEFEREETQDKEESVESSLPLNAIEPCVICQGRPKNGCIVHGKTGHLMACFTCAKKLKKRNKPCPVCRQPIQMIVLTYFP
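Timing – 2 h compound exposure at 37 °C · Assay system – mammalian cells stably expressing self-ubiquitinating, self-degrading MDM2 E3–luciferase fusion · Amount – 2000 cells seeded into each well · Measure – % luminescence enhancement versus blank-corrected plate control mean · Measured by – SteadyLite luminescence, 15 min reagent step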
An asterisk follows results filed as active; x = not tested or not shown.

compound | CHOP inh | Runt-SMMHC FRET | TRPML3 agonist | p47phox inh | PPC-1+TRAIL kill | EBV gp42 block | TRPN1 ag | TNF necrop inh | MDM2 E3 inh
O=[N+]([O-])c1ccccc1/C=C/C=N/n1c(-c2cc(-c3ccccc3)n[nH]2)n[nH]c1=S | -2 | 3 | 0.4 | 4 | 4 | -5 | -0.2 | 0.1 | -13
O=C1C=C(NCc2ccccc2)CCC1 | -1 | 0 | 0.0 | -9 | 12 | -2 | 1.3 | 6.2 | -10
O=C(/C=C/c1ccccc1)OCc1cncs1 | 2 | 3 | -0.6 | -12 | 3 | -1 | -0.2 | -0.9 | -5
COc1cc2c(cc1OC)C1=CC(=O)C(=O)N1C(C)(C)C2 | 6 | 1 | 1.2 | -48 | 14 | -8 | 1.8 | -0.3 | -6
CCCn1nnc(NC(=O)c2ccccc2Cl)n1 | -19 | -1 | 0.7 | 4 | 26 | 3 | -1.1 | 0.5 | -6
Cc1ccc(-n2cc(-c3ccccc3)c3c(N4CCN(C)CC4)ncnc32)cc1 | 0 | -2 | 0.3 | -9 | 29 | -36 | 0.4 | 5.1 | -9
CC1(C)CC(=O)C(C=NCCO)=C(O)C1 | 2 | 0 | 0.8 | -8 | 1 | -1 | -1.8 | -0.9 | 2
CC1(C)C2CCC1(C)C(NC(=O)/C=C/c1ccccc1)C2 (centres undefined) | -8 | -1 | -0.9 | 2 | 19 | -24 | -2.5 | 2.7 | 1
Cn1c(SCC(=O)Nc2cc(S(=O)(=O)N3CCOCC3)ccc2N2CCOCC2)nnc1-c1ccncc1 | 4 | 1 | 0.6 | -8 | 22 | 0 | 1.4 | -0.4 | -1
NNC(=O)c1ccc(Cn2cc(Br)cn2)cc1 | -12 | 1 | 0.6 | 7 | 16 | -14 | -0.3 | -0.2 | 5
COC(=O)CCCC(=O)N1CCCC(CNS(=O)(=O)c2ccc(OC)cc2)C1 (centres undefined) | 8 | 2 | 0.3 | 2 | -12 | 4 | -1.0 | 0.3 | -6
COc1cc(/C=N/NC(=O)CC#N)cc(Br)c1O | 40 | 2 | -0.1 | -10 | 1 | -27 | 1.5 | 0.1 | -16
CCn1c(=O)c(=O)n(CC)c2cc(S(=O)(=O)Nc3ccc(C)cc3)ccc21 | 27 | -2 | -0.4 | -10 | 15 | 0 | -1.2 | -2.1 | -15
CC(NC(=O)c1ccc(Cl)cc1)c1nnc(SCc2ccc([N+](=O)[O-])cc2)n1C (centres undefined) | -19 | -2 | 0.0 | 2 | -10 | -10 | -0.4 | -3.1 | -3
Cc1cc(N/N=C/c2ccccc2O)nc(N2CCOCC2)n1 | -29 | 0 | 0.0 | 1 | -1 | 0 | -1.4 | 2.3 | -10
Nc1nnc(SCC(=O)N2CCc3ccccc32)n1-c1ccccc1 | -15 | -2 | 0.7 | -5 | 3 | -14 | 0.2 | -2.0 | -11
Cc1ccc(S(=O)(=O)N2CCCCC2)cc1NC(=O)c1ccccn1 | 8 | 1 | -0.2 | -8 | -5 | 0 | -0.4 | 2.0 | x
CC(=O)CSc1nnc(-c2cnccn2)n1-c1ccccc1 | 20 | 7 | -0.1 | 40* | -7 | 4 | -0.4 | -1.4 | -1
CCc1nnc(NC(=O)C2CCC(CNc3c(N4CCC(C)CC4)c(=O)c3=O)CC2)s1 (centres undefined) | -7 | 0 | 1.0 | -7 | 12 | -25 | 1.9 | 2.5 | -2
CCCCC(=O)NC(=S)Nc1ccc(S(=O)(=O)N2CCCC2)cc1 | 19 | 1 | 1.0 | -5 | -4 | 16 | -0.2 | 4.2 | -3
Nc1cc(=O)[nH]c(SCC(=O)N2N=C(c3ccc(Cl)cc3)CC2c2ccco2)n1 (centres undefined) | 6 | 0 | -0.2 | -65 | 3 | -20 | -0.8 | -2.4 | -30
O=C(O)CSc1ncccn1 | -3 | 2 | 0.9 | 2 | 8 | -15 | 0.0 | -0.2 | -8
Cc1ccc(-c2nnn(CC(=O)N(CCN3CCOCC3)C(C(=O)NC3CCCC3)c3ccncc3)n2)o1 (centres undefined) | -24 | x | 0.7 | -7 | x | 6 | -1.0 | 1.7 | -11
O=C(CCC1CCCC1)Nc1ccc(Br)cn1 | 55 | 1 | 0.5 | -9 | 10 | -19 | 0.2 | 11 | -2
O=C(c1cc(C2CC2)nc2ccccc12)N1N=C(C(F)F)CC1(O)C(F)F (centres undefined) | 29 | -2 | -0.1 | -3 | -2 | 1 | -1.0 | 0.2 | 3
O=C(/C=C/c1ccc2ccccc2n1)c1cc(Br)ccc1O | 1 | -2 | 1.2 | -13 | 16 | -5 | 1.0 | -5.5 | -3
CCOC(=O)C1=C(O)CSC1=Nc1ccc(C)cc1 | 4 | -2 | -0.3 | -13 | 19 | -4 | -2.2 | -1.3 | -12
CC1(C)CC(O)(CNCc2ccc3c(c2)OCO3)CCO1 (centres undefined) | 48 | 0 | 1.0 | -3 | 23 | -7 | 0.6 | -0.6 | 3
COc1ccc(CCn2c(NN)nc3c2c(=O)[nH]c(=O)n3C)cc1 | -3 | 0 | 0.6 | -15 | -19 | -11 | -1.2 | -13 | -10
CC(=O)c1c(C)n(-c2ccc(N(C)C)cc2)c2ccc(OCC(N)=O)cc12 | 51 | -3 | 0.0 | -24 | 12 | -7 | 0.9 | -3.1 | -15

Some of the entries so far, with values under each structure.
Every second line gives: CHOP inh | Runt-SMMHC FRET | TRPML3 agonist | p47phox inh | PPC-1+TRAIL kill | EBV gp42 block | TRPN1 ag | TNF necrop inh | MDM2 E3 inh
> O=C(/C=C/c1ccc2ccccc2n1)c1cc(Br)ccc1O
 : 1 | -2 | 1.2 | -13 | 16 | -5 | 1.0 | -5.5 | -3
> CCOC(=O)C1=C(O)CSC1=Nc1ccc(C)cc1
 : 4 | -2 | -0.3 | -13 | 19 | -4 | -2.2 | -1.3 | -12

Remaining list, next part.
compound | CHOP inh | Runt-SMMHC FRET | TRPML3 agonist | p47phox inh | PPC-1+TRAIL kill | EBV gp42 block | TRPN1 ag | TNF necrop inh | MDM2 E3 inh
CSCCC(NS(=O)(=O)c1ccc2c(c1)oc(=O)n2C)C(=O)NCc1cccs1 (centres undefined) | -13 | -4 | 0.8 | -5 | 5 | -16 | -1.4 | 1.7 | -11
O=C(CCC1CCCCC1)Nc1ccccc1C(=O)N1CCOCC1 | 22 | 0 | -0.9 | 0 | -3 | -8 | -0.5 | 0.0 | -9
CC(C)CC(=O)NC(=S)Nc1nc(-c2ccc(Cl)cc2)cs1 | 34 | 0 | 0.0 | 1 | -1 | 7 | 0.2 | 2.2 | -2
CCC(Cc1ccccc1)NC(=O)CSc1ccsc1[N+](=O)[O-] (centres undefined) | 30 | 0 | -0.5 | -11 | 4 | -5 | -1.7 | 1.1 | -18
Cc1nc2c(C(=O)NCCC(C)C)c[nH]n2c(=O)c1Cc1ccccc1F | 35 | 2 | -1.2 | -15 | -28 | -11 | -2.3 | -5.2 | -15
CC(/C=C/c1ccccc1)=N/NC(=O)c1cccc(Br)c1 | 4 | -2 | 0.6 | -1 | -2 | -10 | 0.1 | 3.1 | -4
CC(C)C[C@@H](CSc1ccc(Br)cc1)N1CCN(CCc2ccccc2)CCC1=O | -22 | -3 | x | -5 | -3 | -14 | x | 1.1 | 30
COc1ccc(NC(=O)CCN2C(=O)[C@@H]3[C@H](C2=O)[C@H]2C=C[C@@H]3C2)cc1 | -5 | -2 | 0.2 | 9 | 1 | -11 | 0.9 | 1.5 | 7
CCOC(=O)/C=C1\SCC(=O)N1Cc1ccc(Br)cc1 | 52 | -1 | -0.9 | -3 | 24 | -21 | -1.2 | -0.5 | -19
COc1ccc(/C=C/C(=O)NCCSCc2ccco2)cc1 | 32 | 2 | 0.3 | -19 | 13 | -19 | -0.1 | 1.7 | -1
CCOC(=O)Cc1c(C)nc(N)[nH]c1=O | -5 | 0 | 1.1 | 0 | 3 | -4 | 1.9 | 0.0 | -7
Cc1ccc(S(=O)(=O)CCC(=O)Nc2cccc([N+](=O)[O-])c2)cc1 | 35 | -1 | -2.3 | -2 | 5 | -4 | -1.2 | 0.4 | -3
Cc1c(Cl)cccc1NC(=O)Cc1ccc([N+](=O)[O-])cc1 | 7 | -2 | -0.5 | -24 | 33 | -12 | 1.6 | 0.4 | 18
N#Cc1cc2ccccc2nc1N | -6 | 11 | 0.7 | -1 | 17 | 2 | -0.5 | 0.5 | -11
O=C(O)CC(NC(=O)c1ccncc1)c1ccccc1 (centres undefined) | -6 | 1 | 1.1 | -2 | 18 | -8 | 1.9 | 1.1 | 6
CC(C)CNC(=O)CSc1ccc(Cl)cc1 | 23 | -3 | -1.0 | -10 | 3 | -22 | -1.8 | 4.2 | -18
O=c1ccc(=O)n2n1CC(O)C2 | -14 | 0 | 0.8 | -13 | 10 | -7 | 0.7 | -2.1 | -10
Cc1ccc(-c2nc(N)n(C(=O)c3cccnc3)n2)cc1 | 27 | 1 | 0.6 | -11 | 12 | -26 | -1.3 | -1.5 | 3
CSc1ncccc1C(=O)NCc1ccc(C)cc1 | 35 | 4 | 0.1 | 5 | 15 | -16 | 0.2 | 2.2 | -15
CC(C)CCN(C(=O)COc1ccc(C#N)cc1)c1c(N)n(Cc2ccccc2)c(=O)[nH]c1=O | 6 | 1 | 0.8 | -4 | 9 | 4 | 1.4 | 0.7 | x
Cc1nn(C)c(C)c1NC(=O)c1ccc(S(=O)(=O)N(C)C)cc1 | 3 | -1 | 0.9 | -9 | -7 | -10 | -0.5 | -0.9 | -12
CC1=CC(=O)C(C(C)C)=C/C1=N\OC(=O)c1cccc2nc(C)oc12 | -341 | 2 | 0.5 | 14 | 21 | 0 | -0.6 | -1.8 | -13
Cc1ccc(S(=O)(=O)N(C)c2ccc(C)c([N+](=O)[O-])c2)cc1 | 14 | 1 | 69* | 5 | 29 | -12 | -1.6 | -0.4 | 1
COc1cccc(/C=C/C(=O)OCC(=O)Nc2ccccc2Sc2ccccc2)c1 | 14 | -2 | 1.1 | 5 | 5 | 6 | 5.1 | -0.8 | -13
C=CCNc1nc(N2CCCC2)nc2ccccc12 | 18 | -4 | 1.5 | 5 | 14 | 7 | 1.2 | 0.8 | -18
CCOCCCNC(=O)C(c1ccc(Cl)cc1)N1CCN(c2ccccc2)CC1 (centres undefined) | -19 | -1 | x | -7 | 6 | -4 | x | -0.2 | -4
Cc1cc(C)n2c(SCC(=O)Nc3c(C)n(C)n(-c4ccccc4)c3=O)nnc2n1 | 44 | 1 | -0.8 | -5 | 0 | 7 | -0.5 | -0.5 | -14
O=C(O)c1[nH]c2ccc(Br)cc2c1CCN1C(=O)c2cccc([N+](=O)[O-])c2C1=O | 22 | 0 | 0.4 | -7 | 20 | -5 | 1.8 | -0.8 | -10
